Measles CPE: compounds protecting cells from measles virus cytopathic effect, primary screen, measles RdRp inhibitor project, single point, MLSMR library, absorbance; Measles virus-infected cells, CPE protection; AID 841, 2007; hit rate 1.5% among 140,000; protection (pct of control), % at 4 µM; in the data active = protection mostly above about 24%, no sharp cut-off; inactive = mostly below about 26%; also: some compounds called inactive have numbers as strong as hits
Yeast lifespan up: compounds extending yeast replicative lifespan, primary screen, S. cerevisiae, OD615. S. cerevisiae growth with nicotinamide; deaD strain in restrictive glucose medium. inhibition of the nicotinamide effect, % at 10 µM. hit rate 0.68% among 130,000;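 active = inhibition above a set limit, placed 3 SD over the median of all compounds, cut at about 26% in these data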;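 also: 0% = nicotinamide-treated wells and 100% = cells grown without nicotinamide; some compounds called inactive have numbers as strong as hits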
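Buffer or medium: CSMM-D glucose medium, restrictive; test system: modified budding yeast, DeaD strain; compound: single dose 10 µM compound, 0.25% DMSO; schedule: culture preincubation 4 h, compound exposure 48 h, both 30 °C; detection: optical density (absorbance) at 615 nm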
MRP1 act: H69AR viability gain despite doxorubicin, primary screen, MRP-1 activator project, H69AR cells, CellTiter-Glo | viability rescue | viability increase, % at 10 µM | hit rate 0.61% among 140,000 | AID 799, 2007;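 active = viability gain under doxorubicin at or above a set limit, the compound median plus 3 SD, cut at about 4.7% in these data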;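 also: MRP-1 overexpressing cells given doxorubicin 25 µM after compound pretreatment; 18-22 h compound pretreatment then 72 h with doxorubicin before readout; 0% = doxorubicin-only wells and 100% = vehicle-treated cells without doxorubicin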
NPY-Y2 antag: NPY-Y2 receptor antagonists, primary screen, cell-based; Neuropeptide Y receptor type 2 (Homo sapiens), P49146; NPY-Y2 expressing cells, antagonist mode; inhibition, % at 2.7 µM; hit rate 0.99% among 140,000; in the data active = inhibition above about 17%;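 also: 0% = vehicle with agonist challenge and 100% = reference antagonist with challenge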
Target sequence (P49146 whole entry, looked up): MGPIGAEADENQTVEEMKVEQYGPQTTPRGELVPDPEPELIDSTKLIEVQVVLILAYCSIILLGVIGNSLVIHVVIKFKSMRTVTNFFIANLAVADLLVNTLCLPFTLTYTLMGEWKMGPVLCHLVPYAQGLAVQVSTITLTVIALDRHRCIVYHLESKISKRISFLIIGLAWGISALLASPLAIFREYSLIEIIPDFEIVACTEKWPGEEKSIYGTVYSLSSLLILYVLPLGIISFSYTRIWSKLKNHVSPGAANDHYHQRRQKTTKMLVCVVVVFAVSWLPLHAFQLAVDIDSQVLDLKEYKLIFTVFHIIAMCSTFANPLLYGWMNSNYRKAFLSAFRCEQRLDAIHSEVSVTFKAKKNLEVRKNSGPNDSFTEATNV
HCT116 PTEN-null: growth suppression of PTEN-null HCT116, primary screen, cell-based, CellTiter-Glo; hit rate 1.2% among 140,000; viability, % at 10 µM; AID 827, 2007; HCT116 PTEN-null viability, 60 h; active compounds read low;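 active = viability at or below a set limit, 4 SD under the median of all tested compounds, cut at about 3.7% in these data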;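 also: PTEN knockout HCT116 line with beta catenin targeted HCT116 as companion control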
Phagocyt inh: inhibitors of macrophage phagocytosis, primary screen, imaging, J774A.1 cells, IgG beads | inhibition, % at 5 µM | J774A.1 macrophage IgG-bead phagocytosis | hit rate 0.07% among 110,000;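 active = inhibition above the mean of the plate negative controls plus 5 SD, cut at about 13% in these data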;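 also: phagocytic index as fraction of beads internalized from green versus red external bead signal; plate controls were DMSO negative control for no effect and cytochalasin-D positive control for full effect; some results beyond the cut were filed as inactive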
HCT116 bCat-KO: primary screen for growth suppressors in beta-catenin knockout HCT116 cells (colon tumor, human); HCT116 beta-catenin knockout viability, CellTiter-Glo, 60 h; active compounds read low; viability, % at 10 µM; hit rate 1.5% among 140,000;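 active = viability at or under a set limit, the compound median less 4 SD, cut at about 6% in these data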;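 also: 0% = Hyamine 1622 control at 20 µM and 100% = untreated cell control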
GALR2 blocker: GALR2 antagonists in receptor-expressing cells, primary screen; Galanin receptor type 2 (Homo sapiens), O43603; antagonist mode; inhibition, % at 4 µM; hit rate 0.39% among 140,000; in the data active = inhibition above about 27%;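 also: cells stimulated with galanin 1-16 at roughly its EC80; 0% = agonist challenge control and 100% = basal control without agonist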
Target sequence (O43603 whole entry, looked up): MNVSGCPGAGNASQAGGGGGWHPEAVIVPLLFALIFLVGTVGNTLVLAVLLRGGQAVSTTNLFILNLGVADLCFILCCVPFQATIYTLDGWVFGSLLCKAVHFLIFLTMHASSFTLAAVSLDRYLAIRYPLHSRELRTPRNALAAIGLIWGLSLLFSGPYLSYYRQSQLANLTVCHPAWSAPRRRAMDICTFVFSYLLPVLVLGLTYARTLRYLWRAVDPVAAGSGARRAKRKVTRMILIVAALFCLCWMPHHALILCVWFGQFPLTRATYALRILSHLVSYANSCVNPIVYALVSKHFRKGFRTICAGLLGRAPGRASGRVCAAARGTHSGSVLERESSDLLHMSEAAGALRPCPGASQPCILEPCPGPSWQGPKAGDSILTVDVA
Yeast growth inh: growth inhibitors of yeast BB579 in restrictive medium, primary screen, yeast lifespan-shortening project, S. cerevisiae; OD615, 48 h; inhibition, % at 10 µM; hit rate 0.51% among 140,000; AID 804, 2007;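 active = inhibition above a set limit, 3 SD over the mean compound inhibition, cut at about 44% in these data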; also: inactives centre near -24
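Assay system: S. cerevisiae DeaD strain BB579 yeast. Medium: CSMM-D restrictive synthetic medium containing dextrose (glucose). Times: 4 h cell preincubation, 48 h compound exposure, 30 °C humidified. Signal: OD615 turbidity measurement. Benchmarks: positive control amphotericin B 10 µg/mL.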
E-sel TNF inh: E-selectin induction blockers in HUVEC – imaging, immunofluorescence, high content, primary screen. inhibition, % at 2 µM. hit rate 0.71% among 120,000. HUVEC TNFa-induced E-selectin immunofluorescence;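 active = inhibition above the batch mean plus 3 SD, and confirmed as a hit on visual image review, cut at about 43% in these data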;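 also: 0% = TNF-stimulated DMSO wells and 100% = unstimulated control wells; not every result past the cut was called active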
* marks the source's active call; other numbers are inactive results; · = not tested or not shown.

SMILES	Measles CPE	Yeast lifespan up	MRP1 act	NPY-Y2 antag	HCT116 PTEN-null	Phagocyt inh	HCT116 bCat-KO	GALR2 blocker	Yeast growth inh	E-sel TNF inh
COc1ccc2cc3cc(C(=O)N4CCN(Cc5ccc6c(c5)OCO6)CC4)oc3nc2c1	9	-10	2.3	4	70	·	75	2	-51	-2
COc1cc(C2CC(=O)N3CN(c4ccccc4C)CSC3=C2C#N)cc(OC)c1OC (centres undefined)	27	-25	-3.8	1	93	0	74	-4	-45	·
CCCCOc1ccccc1C1CC(=O)NC2=C1C(=O)CCC2 (centres undefined)	9	-1	-5.0	3	15	·	13	1	-28	-7
CCOC1(C(F)(F)F)NC(=O)N(Cc2ccc(OC)cc2)C1=O (centres undefined)	34*	-1	-3.1	2	92	0	88	1	-6	3
COc1ccc(C(O)Cc2nc3ccccc3n2C)cc1OC (centres undefined)	2	·	-2.0	1	98	·	100	5	-36	11
Cn1c(CS/C(N)=N/N=C/c2ccccc2)c(Br)c(=O)n1-c1ccccc1	2	23	-2.9	1	101	-1	94	0	-62	3
COc1cccc(C2C(C(=O)c3sc(C)nc3C)=C(O)C(=O)N2CCN2CCOCC2)c1 (centres undefined)	3	-3	-0.1	-4	100	0	99	-7	-28	10
O=C(Nc1cccc(F)c1)c1cccnc1NCCc1ccccc1	17	-7	-1.5	0	73	-8	88	1	-27	·
Cc1ccccc1Nc1cc(C(=O)NCc2ccco2)c2ccccc2n1	2	-5	-1.8	4	81	-3	88	8	-29	-3
C1=C(c2ccccc2)Nc2ccccc2N=C1c1ccccc1	25	-3	-1.9	15	64	-2	67	0	-27	·
C/C(=C\C(=O)Nc1nccs1)c1ccccc1	28	-16	0.4	2	83	-2	83	11	-35	7
N=c1c2c3c(sc2ncn1Cc1ccccc1)CCCC3	41	8	-1.1	8	65	6	65	-1	1	7
CCOC(=O)c1oc2nc(C(C)C)c3c(c2c1N)CCC3	24	-5	0.1	3	100	-2	88	-2	-41	·
S=C(Nc1ccc(Cl)cc1)Nc1cccc2cnccc12	3	10	-2.6	2	60	-2	60	14	-2	16
Cc1nc2nc(-c3ccccc3)cc(=O)n2[nH]1	12	-4	-0.1	1	96	0	91	1	-42	·
COC(=O)c1scc(C)c1NC(=O)C1CCCCC1	4	-6	-0.2	8	97	-1	87	6	-56	24
CCn1ncc([N+](=O)[O-])c1C(=O)N1CCCC1	12	-8	0.2	3	104	-1	104	3	-40	20
COc1cccc(OC)c1Oc1ccc(C(F)(F)F)cn1	8	-22	0.9	-1	89	-1	101	-4	-10	-9
C=CCn1c(COc2ccc(CC)cc2)nnc1SC/C(O)=C(\C#N)c1nc2ccccc2[nH]1	2	-2	0.0	3	68	-1	76	13	-56	-13
CCc1c(C)nc(SCC(=O)Nc2ccc(Br)cc2)[nH]c1=O	7	-7	-0.7	-3	88	1	91	-6	-3	6
O=C(CC1c2ccccc2Oc2ccccc21)Nc1ccccc1C(F)(F)F	10	6	-1.8	9	87	-6	84	-2	-25	·
Cc1ccc(S(=O)(=O)N2CCN(C(=O)CSc3nc4ccccc4o3)C2)cc1	5	-13	-2.3	2	80	-2	71	20	-18	5
CCOCCOC(=O)C1=C(C)N(C)C(=O)NC1c1ccccc1F (centres undefined)	2	-8	-0.7	1	84	0	86	-7	-25	-6
CCCC1C(c2ccc(OC)cc2)C(C#N)(C#N)C2(C#N)CC1(N)NC2=O (centres undefined)	27	-4	0.3	1	94	0	92	-6	-11	-18
Cc1ccc(C(C(=O)NC2CCCC2)N2CCCCC2)cc1 (centres undefined)	17	-5	-1.3	4	83	0	69	1	-17	-42

Reprinted at random: 4 compounds from above
SMILES	Measles CPE	Yeast lifespan up	MRP1 act	NPY-Y2 antag	HCT116 PTEN-null	Phagocyt inh	HCT116 bCat-KO	GALR2 blocker	Yeast growth inh	E-sel TNF inh
N=c1c2c3c(sc2ncn1Cc1ccccc1)CCCC3	41	8	-1.1	8	65	6	65	-1	1	7
CCc1c(C)nc(SCC(=O)Nc2ccc(Br)cc2)[nH]c1=O	7	-7	-0.7	-3	88	1	91	-6	-3	6
C=CCn1c(COc2ccc(CC)cc2)nnc1SC/C(O)=C(\C#N)c1nc2ccccc2[nH]1	2	-2	0.0	3	68	-1	76	13	-56	-13
COC(=O)c1scc(C)c1NC(=O)C1CCCCC1	4	-6	-0.2	8	97	-1	87	6	-56	24

Remaining list, next part:
SMILES	Measles CPE	Yeast lifespan up	MRP1 act	NPY-Y2 antag	HCT116 PTEN-null	Phagocyt inh	HCT116 bCat-KO	GALR2 blocker	Yeast growth inh	E-sel TNF inh
CCOc1ccc(CN2CCN(C(=O)c3ccccc3)CC2)cc1	4	-1	-1.9	6	61	-2	54	9	-18	1
CCOC(=O)Cc1csc(NC(=O)c2cccc(OC)c2)n1	12	-15	-0.1	0	94	3	95	0	4	17
O=C(O)C1CCN(S(=O)(=O)c2ccc(Oc3ccccc3)cc2)CC1	3	-9	-0.3	4	97	0	97	7	6	14
CCOc1ccc(NS(=O)(=O)c2cc(OCC(N)=O)c(C)cc2Cl)cc1	5	-2	-1.1	2	91	-3	84	-6	-19	5
O=C1CC(C(=O)N(c2cccc(F)c2)C(C(=O)NC2CCCC2)c2ccccn2)CS1 (centres undefined)	6	-17	-2.1	2	77	-1	96	-4	-2	16
CCc1nnc(NC(=O)c2c(O)c3c([nH]c2=O)CCCC3)s1	14	8	-5.2	1	67	·	73	-1	-26	-4
CCS(=O)(=O)N1CCCC(C(=O)NCc2cccnc2)C1 (centres undefined)	4	-5	0.4	2	95	·	92	8	-16	·
CCOc1cc(C(=O)N(C)Cc2cc3cc(OC)ccc3[nH]c2=O)cc(OCC)c1OCC	8	-16	0.6	1	94	0	101	-1	-27	-10
Fc1ccc2[nH]c3c(NCCN4CCOCC4)ncnc3c2c1	9	-26	-4.9	2	60	-3	53	24	-22	-26
CCc1cc2c(=O)c(-c3nc4ccccc4n3C)coc2c(CN2CCN(C)CC2)c1O	6	-9	-1.2	0	91	-5	83	-1	-45	-15
O=C1COc2ccc(NC(=O)N3CCN(c4ccc(F)cc4)CC3)cc2N1	3	-9	-0.3	-1	100	·	107	7	26	18
Cc1cc(C)c(NC(=O)c2ccc(CNS(=O)(=O)c3cc(C(F)(F)F)ccc3Cl)cc2)c(C)c1	4	1	-2.8	-1	67	-11	74	-10	-30	·
Cc1cc(NCCN2CCOCC2)n2c(nc3ccccc32)c1C#N	3	-24	-4.8	1	91	0	94	-7	-52	-1
CC1CN(C(=O)c2ccccc2)C(=Nc2cccc(S(=O)(=O)N(C)C)c2)S1 (centres undefined)	11	6	-2.4	3	96	-1	85	-7	-8	-19
COC(=O)c1ccc(NS(=O)(=O)c2ccc(SC)cc2)cc1	4	-14	-2.4	16	92	-1	84	5	-9	3
COCCOCC(O)CN1CCN(c2ccc(C)cc2)CC1 (centres undefined)	9	-4	-1.1	4	102	0	93	-9	-79	-15
COc1ccc(C)cc1S(=O)(=O)N(C)CC(=O)N1CCC(C)CC1	10	·	-1.1	0	97	·	93	15	-49	27
CCCCCn1c(CN2CCN(C)CC2)nc2c1c(=O)n(C)c(=O)n2C	2	-7	-1.6	2	85	0	74	6	16	·
COc1cc([N+](=O)[O-])ccc1NC(=O)CCCOc1cc(C)ccc1C	9	-1	-0.7	10	70	-7	79	-7	-23	0
CNC(=O)COc1ccc(-c2nn(C)c(=O)c3ccccc23)cc1	2	-4	-0.3	0	98	-1	97	0	-68	-14
O=C(Cc1cccs1)N1CCCC(c2nc3c(nnn3Cc3ccccc3Cl)c(=O)[nH]2)C1 (centres undefined)	19	-6	-3.7	1	85	9	96	2	-22	-3
Cc1cc(Nc2cccc(F)c2)n2ncnc2n1	4	4	-1.8	1	93	·	93	11	-34	-15
C=CCn1c(CSCc2ccc(Cl)cc2)nnc1SCC(=O)NCc1ccccc1	18	-5	0.5	5	99	-1	92	-14	-50	7
Cc1ccc2sc(-c3ccc(NC(=O)c4cc(-n5cnnc5)ccc4Cl)cc3)nc2c1	10	-17	-2.2	-1	88	0	90	-1	-28	-29
COc1ccc(/C=C2\CCCC3C2=NN(C(=O)c2scnc2C)C3c2ccc(OC)c(OC)c2)cc1OC (centres undefined)	18	-7	-4.5	10	45	·	52	-19	-7	-2
Next part
SMILES	Measles CPE	Yeast lifespan up	MRP1 act	NPY-Y2 antag	HCT116 PTEN-null	Phagocyt inh	HCT116 bCat-KO	GALR2 blocker	Yeast growth inh	E-sel TNF inh
Cc1cc(C(F)(F)F)nn1Cc1ccc(C(=O)NCc2ccco2)o1	16	-5	-0.5	2	86	4	81	-7	8	-18
COc1ccccc1C1(CC(=O)O)CCOC(C(C)C)C1 (centres undefined)	22	1	-3.1	1	90	0	77	4	-24	7
CC1CCN(CCCNC(=O)c2ccc(CS(=O)(=O)Cc3ccccc3F)o2)CC1	23	·	2.1	0	117	·	91	-9	-34	11
Cc1ccc([N+](=O)[O-])cc1N=Cc1ccc(Br)s1	5	-6	-0.8	2	99	·	95	7	-9	-16
COc1cccc(C(=O)NCC(=O)N/N=C/c2cccs2)c1	22	-5	-1.4	1	101	-7	96	0	-9	-1
O=[N+]([O-])c1cccc(/C=N/NC2=NCCCCC2)c1	23	8	-1.1	2	95	-3	89	-1	-63	7

Quoted from the entries so far, 5 compounds:
SMILES	Measles CPE	Yeast lifespan up	MRP1 act	NPY-Y2 antag	HCT116 PTEN-null	Phagocyt inh	HCT116 bCat-KO	GALR2 blocker	Yeast growth inh	E-sel TNF inh
Cc1ccc2sc(-c3ccc(NC(=O)c4cc(-n5cnnc5)ccc4Cl)cc3)nc2c1	10	-17	-2.2	-1	88	0	90	-1	-28	-29
COc1ccc(/C=C2\CCCC3C2=NN(C(=O)c2scnc2C)C3c2ccc(OC)c(OC)c2)cc1OC (centres undefined)	18	-7	-4.5	10	45	·	52	-19	-7	-2
Cc1cc(C(F)(F)F)nn1Cc1ccc(C(=O)NCc2ccco2)o1	16	-5	-0.5	2	86	4	81	-7	8	-18
COc1ccccc1C1(CC(=O)O)CCOC(C(C)C)C1 (centres undefined)	22	1	-3.1	1	90	0	77	4	-24	7
CC1CCN(CCCNC(=O)c2ccc(CS(=O)(=O)Cc3ccccc3F)o2)CC1	23	·	2.1	0	117	·	91	-9	-34	11

Screening results: PubChem BioAssay, several laboratories
